KB-3-1 cytotox: KB-3-1 parental cell cytotoxicity; KB-3-1 viability, CellTiter-Glo ATP luminescence, 72 h; Potency, µM (series often up to 46.1 µM), inactives show at the highest dose activity change, negative = cytotoxic, most hits filed as cytotoxic; 400,000 compounds, 1.4% hits; AID 1347075; note: potency is the fitted concentration of half-maximal effect; % is set by controls: 0 for no effect and ±100 for the full control effect; nearly all actives have a fitted effect of over 60% in size
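Multi-concentration cytotoxicity screen in KB-3-1 cells grown in DMEM lacking phenol red with 10% FBS. After 72 h at 37 °C with compound, ATP-dependent luminescence was recorded.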
DRD3 agonist: agonists of human D3 dopamine receptor. P35462. D3R DiscoveRx beta-arrestin cells, luminescence, 90 min. max activation, %. 410,000 compounds, 0.58% hits; in the data active = max activation above about 30%; note: 0% is about no effect; mostly tested at two doses, the higher about 12 µM
Target sequence (P35462 whole entry, looked up): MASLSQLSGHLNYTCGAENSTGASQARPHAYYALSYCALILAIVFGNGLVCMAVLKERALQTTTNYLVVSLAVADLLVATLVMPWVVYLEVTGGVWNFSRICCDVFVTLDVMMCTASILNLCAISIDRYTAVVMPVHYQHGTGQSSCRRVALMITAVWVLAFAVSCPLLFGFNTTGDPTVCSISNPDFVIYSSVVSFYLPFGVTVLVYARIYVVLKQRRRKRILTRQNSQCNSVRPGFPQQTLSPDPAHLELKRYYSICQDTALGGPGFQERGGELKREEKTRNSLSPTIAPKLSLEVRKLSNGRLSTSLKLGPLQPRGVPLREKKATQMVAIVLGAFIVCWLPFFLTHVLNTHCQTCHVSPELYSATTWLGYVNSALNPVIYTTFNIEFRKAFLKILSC
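Agonist mode: compounds and dopamine controls were applied to plated cells for 90 min at 37 degrees C after an overnight attachment at 1500 cells/well. Luminescent read-out followed 30 - 60 minutes at room temperature with DiscoveRx detection reagent.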
GLP1R cytotox: cytotoxicity in counter-screen for GLP-1R inverse agonists | HEK293 cAMP-luciferase reporter cells, luminescence, 24 h | Potency, µM (series often up to 38.3 µM), inactives show at the highest dose activity change, negative = inhibition, usual class: inhibitors | 410,000 compounds, 0.13% hits;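 note: loss of luciferase light is scored as toxicity; potency is the fitted concentration of half-maximal effect; % is set by controls: 0 for no effect and ±100 for the full control effect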
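Compound-treated cells are incubated 24 hr at 37 deg C under 5% CO2 after a 12 hour attachment period, then luciferase detection reagent is added and luminescence is measured following 12 min at room temperature; lowered signal indicates toxicity.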
SW480 rereplic: DNA re-replication induction in SW480 cells; Potency, µM (top dose mostly 46.1 µM), for the others: top-dose re-replication activation, actives largely listed as activators; SW480 DNA re-replication, Hoechst DNA content imaging, 48 h; AID 624297; 340,000 compounds, 1.8% hits; note: potency is the fitted concentration of half-maximal effect; % of control where 0% means no effect; nearly all actives have a fitted effect of over 55% in size
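Treated cells incubate 48 hr (37 C, 5% CO2), are stained 40 min with Hoechst, and nuclear fluorescence is enumerated; a rise in nuclei with high DNA signal marks re-replication.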
KB-V1 cytotox: kills drug-selected multidrug resistant KB-V1 cells; KB-V1 MDR cells viability, CellTiter-Glo, 72 h; AID 1347076; 400,000 compounds, 3.4% hits; Potency, µM (series often up to 46.1 µM), inactives show top-dose activity change, negative = cytotoxicity, usual class: cytotoxic; note: potency is the fitted concentration of half-maximal effect; % is set by controls: 0 for no effect and ±100 for the full control effect; nearly all actives have a fitted effect of over 60% in size
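Compound-treated KB-V1 multidrug-resistant cells, 72 h, 37 degrees C; viability by CellTiter-Glo. Fitted qHTS curves give the values.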
MCF10A rereplic: DNA re-replication induction in MCF 10a cells. MCF 10A DNA re-replication, Hoechst nuclear intensity, 48 h. Potency, µM (highest dose often 46.1 µM), without a hit: top-dose activity, positive = re-replication, hits mostly activators. 350,000 compounds, 2.9% hits. AID 624296; note: potency is the fitted concentration of half-maximal effect; % of control where 0% means no effect; nearly all actives have a fitted effect of over 50% in size
HT1080 IDH1KD tx: kills HT-1080 cells with IDH1 knockdown. HT-1080 IDH1 knockdown viability, ATP luminescence, 48 h. Potency, µM (top dose mostly 46.1 µM), without a hit: at the top dose activity, negative = toxicity, usual class: cytotoxic. 360,000 compounds, 2% hits. AID 686971;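 note: potency is the fitted concentration of half-maximal effect; 0% = DMSO wells and -100% = cell-free medium wells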
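After a 2 h attachment period, IDH1KD HT-1080 cells took pin-transferred compound for 48 h at 37 °C; ATP-based luminescence after 10 min room-temperature reagent incubation reported viability.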
IL1B secr inh: inhibitors of inflammasome signaling (IL-1 beta secretion); THP-1 LPS/ATP IL-1B secretion, AlphaLISA, 16 h; hits give low values; activity change, % at 57.5 µM; 360,000 compounds, 4.7% hits; in the data active = activity change below about -50%; inconclusive = mostly about -30% to -49%; note: % is set by controls: 0 for no effect and ±100 for the full control effect
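THP-1 cells pretreated 1 hr with compounds (up to 57.5 uM final), then stimulated with LPS (250 ng/mL final) plus ATP (1.25 mM final); secreted IL-1B measured by AlphaLISA after 16 hr, decreased signal indicating inhibition.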
HT1080-NT tox: kills 2HG-producing HT-1080-NT fibrosarcoma cells | HT-1080-NT fibrosarcoma viability, CellTiter-Glo ATP luminescence, 48 h | Potency, µM (doses to about 46.1 µM), without a hit: top-dose activity, negative = less viability, usual class: cytotoxic | 360,000 compounds, 1.6% hits | AID 686970;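 note: NT is the 2HG producing partner of a matched IDH1 knockdown line; potency is the fitted concentration of half-maximal effect; 0% = DMSO-treated cells and -100% = media-only wells without cells; nearly all actives have a fitted effect of over 55% in size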
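Viability of the 2HG-overproducing fibrosarcoma line after 48 hours of compound exposure at 37 degrees C was determined by luminescence with CellTiter-Glo, and concentration-effect curves were then fitted and categorized.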
Active calls of the source: *; i = inactive; ? = inconclusive; / = no result given; [ ] = dose if it differs, or a comment. Unless noted, calls come from the whole dose curve; as a rule, active = well fitted curve in the direction sought with a large enough effect; inconclusive = small, poorly fitted or top-dose-only effect, or another doubt; inactive = no such curve, though single readings can be large; an effect the other way counts as inactive or inconclusive.

SMILES	KB-3-1 cytotox	DRD3 agonist	GLP1R cytotox	SW480 rereplic	KB-V1 cytotox	MCF10A rereplic	HT1080 IDH1KD tx	IL1B secr inh	HT1080-NT tox
Oc1c(CN2CCCC(C(F)(F)F)C2)cc(Cl)c2ccccc12 (stereo unspecified)	-1%	-8	-2%	5%	-1%	?	?	-25	?
Cc1nn(-c2ccccc2)c(Oc2ccc(F)cc2)c1/C=N/n1cnnc1	11%	0	-10%	3%	-18%	2%	1%	-11	-1%
Cc1ccc(CN2CCN(Cc3c(C)nn(C(C)C)c3C)CC2CCO)o1 (stereo unspecified)	11%	2	1%	3%	?	-11%	4%	21	1%
Cc1ccccc1OCC(=O)OCC(=O)Nc1ccc(Cl)cn1	2%	0	8%	-1%	0%	-3%	20%	12	6%
Cc1ccc(S(=O)(=O)N2CCOCC2)cc1NC(=O)CSc1cccc[n+]1[O-]	3%	0	-14%	13%	2%	-3%	0%	10	7%
Cc1sc2ncn(/N=C/c3ccco3)c(=O)c2c1C	5%	8	3%	-3%	3%	5%	19%	-10	?
Cc1ccc(S(=O)(=O)N2CC(=O)NC(=O)C2)cc1	0%	4	-4%	-3%	2%	3%	3%	3	1%
N#C/C(=N\Nc1ccc(Br)cc1)C(=N)N1CCOCC1	0%	2	?	-2%	13%	1%	2%	-7	1%
O=C(CCS(=O)(=O)c1cccc2nsnc12)NC1CCCCC1	2%	4	-1%	-3%	?	2%	-15%	23	-11%
COc1ccc(C(NC(=O)C2CCN(CCCc3ccccc3)CC2)c2ccccn2)cc1 (stereo unspecified)	0%	6	2%	/	3%	/	-2%	-5	-2%
Cc1ccc(NC(=O)Nc2cn(CC(C)C)c(=O)c3ccccc23)cc1N(C)C	-6%	-6	3%	/	-9%	/	/	/	/
CCn1cc(C(=O)N2CCN(c3cccc(Cl)c3)CC2)c(=O)c2cc(S(=O)(=O)N3CCC(C)CC3)ccc21	-29%	-2	-7%	/	4%	/	/	/	/
Cc1ccc2nc(Nc3ccc(F)cc3)c3nncn3c2c1	17%	0	-16%	-2%	-3%	-3%	-28%	27	-27%
COC(=O)c1cccc(NC(=S)NCc2ccc(F)cc2)c1	0%	-2	9%[7.66 µM]	-2%	0%	15%	-12%	-5	-2%
CCN(CCCNC(=O)c1nn(-c2ccc(OC)c(Cl)c2)c(=O)c2c1c1ccccc1n2C)c1ccccc1	-3%	-18	0%	/	0%	/	/	/	/
N/C(=N\O)c1ccc([N+](=O)[O-])s1	-26%	-9	-15%	-1%	0%	0%	1%	0	?
CCn1c(=O)c2c(n3c(=S)[nH]nc13)-c1ccccc1CC21CCCCC1	-9%	9	-14%	-4%	3%	3%	14%	24	4%
COc1ccc(CCNC(=O)c2ccccc2)cc1	6%	3	1%	-1%	-17%	0%	9%	-5	6%
COC(=O)c1cnn(-c2ccc(C(=O)Nc3cccc(C(C)=O)c3)cc2)c1N	3%	1	2%	/	?	/	/	/	/
O=C(CSc1ccc(-c2cccnc2)nn1)Nc1ccccc1F	-2%	-3	-8%	-5%	?	-3%	-3%	-8	-1%

In another format: entries from further up.
SMILES,KB-3-1 cytotox,DRD3 agonist,GLP1R cytotox,SW480 rereplic,KB-V1 cytotox,MCF10A rereplic,HT1080 IDH1KD tx,IL1B secr inh,HT1080-NT tox
Cc1ccc(S(=O)(=O)N2CCOCC2)cc1NC(=O)CSc1cccc[n+]1[O-],3%,0,-14%,13%,2%,-3%,0%,10,7%
O=C(CSc1ccc(-c2cccnc2)nn1)Nc1ccccc1F,-2%,-3,-8%,-5%,?,-3%,-3%,-8,-1%

Of the compounds above, these contain an aryl methoxy group.
SMILES	KB-3-1 cytotox	DRD3 agonist	GLP1R cytotox	SW480 rereplic	KB-V1 cytotox	MCF10A rereplic	HT1080 IDH1KD tx	IL1B secr inh	HT1080-NT tox
COc1ccc(C(NC(=O)C2CCN(CCCc3ccccc3)CC2)c2ccccn2)cc1 (stereo unspecified)	0%	6	2%	/	3%	/	-2%	-5	-2%
CCN(CCCNC(=O)c1nn(-c2ccc(OC)c(Cl)c2)c(=O)c2c1c1ccccc1n2C)c1ccccc1	-3%	-18	0%	/	0%	/	/	/	/
COc1ccc(CCNC(=O)c2ccccc2)cc1	6%	3	1%	-1%	-17%	0%	9%	-5	6%

Following part
SMILES	KB-3-1 cytotox	DRD3 agonist	GLP1R cytotox	SW480 rereplic	KB-V1 cytotox	MCF10A rereplic	HT1080 IDH1KD tx	IL1B secr inh	HT1080-NT tox
O=C(NCc1ccccc1)c1ccc2nc(N3CCOCC3)sc2c1	18%	-5	-9%	4%	7%	-5%	-1%	37	21%
Cc1cccc(Nc2nc(NC(C)C)nc(Oc3ccc(=O)n(C)n3)n2)c1	16%	2	-21%	-19%	8.2µM*	-3%	-26%	-2	0%
CCCNC(=S)N1CCC(NC(=O)Nc2ccc(C)cc2)CC1	-1%	1	-6%	2%	0%	2%	-1%	25	3%
CCN(CC)c1ccc(NC(=O)c2ccc(NC(=O)C3CCCO3)cc2)c(C)c1 (stereo unspecified)	-12%	0	-6%	-1%	0%	14%	9%	16	2%
Cc1c(Cl)cccc1-n1cnc(=O)c2ccccc21	18%	-1	11%	-17%	-16%	1%	-5%	46	-15%
COc1ccccc1C1OCC(C)([N+](=O)[O-])CO1 (stereo unspecified)	10%	7	1%	-2%	14%	-25%	11%	8	10%
CSc1ccc(CCNC(=O)CN2C(=O)c3cccnc3Oc3ccc(Cl)cc32)cc1	3%	4	-10%	/	?	/	/	/	/
CN1CCN(C(=S)NC(=O)c2ccc(Br)cc2)CC1	-4%	-25	?	-12%	-11%	-1%	2%	-13	22%
CCOC(=O)C1CCN(C(=O)/C=C/c2cccs2)CC1	4%	6	28%	7%	10%	-9%	-1%	-15	-17%
O=C1CC(N2CCC(c3nc4ccccc4o3)CC2)C(=O)N1 (stereo unspecified)	6%	-7	2%	-7%	0%	-3%	1%	0	3%
COc1ccc(C(=O)c2cn(Cc3ccc(F)cc3)c3c(F)cc(F)cc3c2=O)cc1	-19%	5	1%	/	-20%	/	/	/	/
COc1ccc(O)c(/C=N/Nc2nc(C)cc(-c3ccccc3)n2)c1	-1%	3	?	-43%[inhibitor]	?	?	?	33	?
Cc1nnc(NC(=O)c2cccc(S(=O)(=O)N3CC(c4ccccc4)CC3=O)c2)s1 (stereo unspecified)	-3%	68*	7%	17%	5%	0%	-3%	17	-2%
COc1ccc(CCNC(=O)CCS(=O)(=O)c2cccc3nsnc23)cc1OC	4%	1	2%	-8%	4%	2%	6%	9	-2%
Cc1ccc(NC(=O)c2ccc(=O)[nH]c2)cc1S(=O)(=O)N1CCCCC1	-6%	-5	0%	7%	-5%	?	-5%	-3	-5%
CN(C(=O)COc1ccc(Cl)cc1Br)C1CCCCC1	-5%	1	-9%	-1%	?	12%	2%	i	1%
CCC1CC(C)(C(=O)Nc2ccc(S(N)(=O)=O)cc2)OC1=O (stereo unspecified)	12%	-1	3%	-2%	13%	4%	12%	42	13%
CSC1=NC(=O)/C(=C\c2cccc3ccccc23)S1	2%	-5	14%	4%	?	15µM*	-4%	12	1%
Cc1nnc(SCCn2c(N3CCCC(C)C3)nc3c2c(=O)[nH]c(=O)n3C)s1 (stereo unspecified)	1%	-4	0%	8%	?	3%	0%	23	11%
Cc1ccc(OCC(=O)NNC(=O)c2ccco2)c(C)c1	-5%	0	2%	3%	12%	1%	9%	-12	16%
CC(C)(C)OC(=O)N1CCC[C@H]1c1nnc(SCc2cccc(Cl)c2)o1	9%	3	3%	-22%	?	-6%	0%	-14	4%
COc1ccc(-c2ccc(CCC(=O)O)n2Cc2ccco2)cc1	2%	1	-3%	0%	-6%	-1%	17%	-11	16%
O=C(NN1C(=O)c2ccccc2NC1c1ccc([N+](=O)[O-])o1)c1ccc(Br)cc1 (stereo unspecified)	-2%	-3	-16%	?	0%	9.2µM*	-2%	-25	4%
CN(C)C(=O)CSc1n[nH]c(=O)[nH]c1=O	10%	5	2%	-12%	0%	-3%	6%	9	3%
Cc1oc(-c2ccccc2Cl)nc1CSc1nncn2c1cc1occc12	0%	-8	-1%	/	2%	/	/	/	/
CCc1nnc(NC(=O)CSc2nnc3nc(C)cc(C)n23)s1	9%	1	0%	-4%	-1%	3%	11%	14	16%
